High-throughput results from PubChem.
CXXC DNA block: blocks binding of human MLL CXXC domain to DNA | Q03164 | hit rate 0.037% among 290,000 | MLL-CXXC / FITC-HOXA9 DNA fluorescence polarization | AID 2662 | Potency, µM (series often up to 115 µM), for the others: top-dose activity change, negative = inhibition, hits mostly inhibitors; active = well fitted inhibition curve with a large enough effect in the polarisation, with a control signal flat, not every such curve was filed as active; inconclusive = small, poorly fitted or top-dose-only effect, or effect the other way, or a change in a side signal; inactive = no such curve, though single readings can be large or run the other way; the % refers to the polarisation; note: potency is the fitted concentration of half-maximal effect
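Steps: dispense CXXC domain solution (7 uM) → pin compounds or unlabeled HOX-A9 DNA control → 5 min ambient → add FLSN-HOX-A9 solution (50 nM) → spin → 30 min ambient → fluorescence polarization. Tris pH 7.5/NaCl/DTT/BSA buffer.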
Menin-MLL TR inh: menin-MLL binding inhibition, Texas Red mutant peptide | hit rate 0.23% among 270,000 | Potency, µM (titrated, usually from 61.6 µM), for the others: at the top dose FP activity change, negative = inhibition, usual class: inhibitors | Menin + Texas Red MLL mutant peptide, fluorescence polarization | O00255; active = well fitted inhibition curve with a large enough effect in the polarisation, with a control signal flat, not every such curve was filed as active; inconclusive = small, poorly fitted or top-dose-only effect, or effect the other way, or a change in a side signal; inactive = no such curve, though single readings can be large or run the other way; the % refers to the polarisation; note: potency is the fitted concentration of half-maximal effect; % of control where 0% means no effect; many of its hits are not listed in these tables
USP2a inh: inhibitors of human ubiquitin-specific protease USP2a | Potency, µM (top dose mostly 38.3 µM), without a hit: at the highest dose activity change, negative = inhibition, usual class: inhibitors | hit rate 0.01% among 330,000 | O75604 | AID 463254 | USP2 core, Ub-CHOP2 coupled fluorogenic reporter, 485/531;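 note: potency is the fitted concentration of half-maximal effect; plate controls were DMSO wells for no effect and full inhibition by NEM control for full effect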
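USP2 core (10nM final) preincubated 30min RT with compound in 20mM Tris-HCl pH 8.0, 2mM CaCl2, 2mM beta-mercaptoethanol, 0.05% CHAPS; 25nM Ub-CHOP2 plus 25nM reporter substrate added, fluorescence (Ex485/Em531) read after 60min.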
TRPV1 ag: activates the human vanilloid receptor TRPV1; hit rate 0.19% among 320,000; TRPV1-expressing cells, Fluo-8 calcium influx, agonist mode; Q8NER1; AID 540275; activation, % at 8.33 µM; in the data active = activation above about 80%; inconclusive = between about 30% and that limit; note: 0% is about no effect
Target sequence (Q8NER1 whole entry, looked up): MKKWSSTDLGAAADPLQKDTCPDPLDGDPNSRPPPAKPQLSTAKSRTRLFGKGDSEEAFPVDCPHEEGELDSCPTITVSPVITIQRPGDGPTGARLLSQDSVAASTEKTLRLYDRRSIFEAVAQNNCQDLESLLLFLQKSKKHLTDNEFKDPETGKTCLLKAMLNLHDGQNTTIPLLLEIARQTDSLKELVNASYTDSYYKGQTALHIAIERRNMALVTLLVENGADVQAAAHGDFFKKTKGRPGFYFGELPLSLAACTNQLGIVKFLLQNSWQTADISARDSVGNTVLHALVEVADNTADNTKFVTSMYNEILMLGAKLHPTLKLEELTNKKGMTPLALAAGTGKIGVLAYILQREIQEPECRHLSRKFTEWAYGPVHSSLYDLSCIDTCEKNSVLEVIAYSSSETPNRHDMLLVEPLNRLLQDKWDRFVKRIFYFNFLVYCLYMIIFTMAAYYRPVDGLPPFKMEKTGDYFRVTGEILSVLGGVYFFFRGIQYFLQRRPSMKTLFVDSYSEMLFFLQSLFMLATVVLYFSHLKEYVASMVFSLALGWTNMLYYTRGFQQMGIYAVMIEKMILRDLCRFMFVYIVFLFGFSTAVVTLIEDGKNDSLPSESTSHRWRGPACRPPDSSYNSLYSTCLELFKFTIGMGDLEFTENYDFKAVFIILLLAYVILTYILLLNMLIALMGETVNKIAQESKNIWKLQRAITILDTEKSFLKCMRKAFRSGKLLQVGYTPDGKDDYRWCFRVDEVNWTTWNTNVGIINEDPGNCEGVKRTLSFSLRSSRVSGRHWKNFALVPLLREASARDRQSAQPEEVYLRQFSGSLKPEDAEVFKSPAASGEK
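TRPV1-expressing cells were cultured overnight at 35.5C and loaded with Fluo-8 calcium dye for 40 to 90 min at room temperature. After a 10 s baseline, compound was added and calcium influx was read kinetically for 3 min (ex 480/em 520 nm).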
PKM2 activator: activators of human pyruvate kinase M2; AID 1631; hit rate 0.34% among 260,000; Potency, µM (highest dose often 57.5 µM), for the others: top-dose activation, actives largely listed as activators; purified PKM2, Kinase-Glo ATP luminescence, activation; response scale: 0% is enzyme alone, no compound; note: potency is the fitted concentration of half-maximal effect; % is set by controls: 0 for no effect and ±100 for the full control effect; nearly all actives have a fitted effect of over 55% in size
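Purified hPK-M2 (>95%) run at intermediate activity with 0.1 mM ADP and 0.5 mM PEP in 50 mM imidazole pH 7.2, KCl, MgCl2; 1 h room temperature. ATP formed read by Kinase-Glo luminescence; normalized to uninhibited and no-enzyme controls.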
Giardia kill: kills Giardia lamblia; Giardia lamblia trophozoite viability; activity change, % at 7.66 µM, hits read low; hit rate 0.15% among 340,000; AID 540267; in the data active = activity change below about -80%; inconclusive = between about -30% and that limit;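 note: parasites exposed to compound for two days anaerobically before the ATP read; % is set by controls: 0 for no effect and ±100 for the full control effect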
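Viability, read as ATP luminescence: trophozoites at 100 cells/well, compound added, 48 hrs anaerobic at 37 deg C, then 15-30 min room-temperature development before reading.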
FBPA coupling cs: counter-screen for Giardia aldolase inhibitors: coupling enzyme system; coupling enzyme system counterscreen, AmpLite Red fluorescence; activity change, negative = inhibition, % at 58.2 µM, hits read low; hit rate 0.67% among 290,000; AID 2472; in the data active = activity change below about -30%; note: % is set by controls: 0 for no effect and ±100 for the full control effect
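Counterscreen of the coupled detection system alone, without aldolase: glyceraldehyde-3-phosphate coupling enzymes plus AmpLite Red readout. Compounds at 57.5 uM final, 10 min RT preincubation, 20 min RT reaction, fluorescence 525/598 nm.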
KCNH2 WT inh: inhibitors of human wildtype KCNH2 potassium channel; Q12809; U2OS, BacMam KCNH2, thallium flux FluxOr; active compounds read low; activity change, % at 1.84 µM; hit rate 0.37% among 340,000;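 active = maximum activity change below -70%; inconclusive = maximum activity change between -70% and -50%; inactive = maximum activity change above -50%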; note: % is set by controls: 0 for no effect and ±100 for the full control effect
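U2OS cells were transduced with wild-type KCNH2 virus (2.03 x 10^8 / mL) for 4 h at room temperature, then cultured overnight at 37 C. Thallium flux was read with FluxOr dye. Rate constants were normalized to DMSO controls.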
KCNH2 3.1 inh: KCNH2 3.1 (human) potassium channel inhibition; U2OS KCNH2 3.1, thallium flux FluxOr; active compounds read low; activity change, % (tested at about 1.8 µM); hit rate 0.95% among 340,000; AID 720553;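 active = maximum activity change below -70%; inconclusive = maximum activity change from -70% to -50%; inactive = maximum activity change above -50%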;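 note: thallium influx rate constant from kinetic fluorescence after stimulation buffer; % is set by controls: 0 for no effect and ±100 for the full control effect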
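Kinetic fluorescence (2 min after stimulation buffer) measures Tl+ influx through KCNH2 3.1 expressed by viral transduction in U2OS cells; the rate constant is normalized against DMSO controls serving as positive and negative references.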
GALK inh: inhibitors of human galactokinase; P51570; Purified GALK, Kinase-Glo residual ATP luminescence; Potency, µM (doses to about 57.5 µM), for the others: at the top dose activity change, negative = inhibition, hits mostly inhibitors; hit rate 0.007% among 270,000; AID 1868; note: potency is the fitted concentration of half-maximal effect; % is set by controls: 0 for no effect and ±100 for the full control effect
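Human GALK (5 nM) with 35 uM ATP and 100 uM galactose in 20 mM HEPES pH 8.0, 5 mM MgCl2, 60 mM NaCl, 1 mM DTT, 0.01% BSA. After 1 h at room temperature, leftover ATP was read by Kinase-Glo Plus luminescence.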
B2AR arrestin: recruits beta-arrestin to the human beta2-adrenergic receptor | hit rate 0.02% among 330,000 | P07550 | Potency, µM (titrated, usually from 46.1 µM), without a hit: top-dose activation, usual class: activators | beta-arrestin recruitment to beta2AR, cell-based reporter;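 note: potency is the fitted concentration of half-maximal effect; 0% = DMSO controls and full agonism = EC100 isoproterenol or metaproterenol; nearly all actives have a fitted effect of over 65% in size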
Starred values were filed as active, the others as inactive; ? = inconclusive; . = no result given; [ ] = dose if it differs, or a comment. Unless noted, calls come from the whole dose curve; as a rule, active = well fitted curve in the direction sought with a large enough effect; inconclusive = small, poorly fitted or top-dose-only effect, or another doubt; inactive = no such curve, though single readings can be large; an effect the other way counts as inactive or inconclusive. Some of the compounds tested (hit frequency here may not be typical).

smiles | CXXC DNA block | TRPV1 ag | KCNH2 WT inh | GALK inh | Menin-MLL TR inh | PKM2 activator | FBPA coupling cs | KCNH2 3.1 inh | Giardia kill | USP2a inh | B2AR arrestin
O=C(O)CSc1ccc2ccccc2n1 | 10% | 1 | -2 | 0% | 4% | 2% | 2 | -1 | 14 | -1% | 0.3%
O=C(COC(=O)C1COc2ccccc2O1)Nc1ccc2c(c1)CCC2 (stereo not given) | -6% | 10 | -7 | -3% | -18% | 2% | -4 | 1 | 1 | 0% | -0.4%
CC1(C)NC(=O)N(CCCCSc2ccc(Cl)cc2)C1=O | -9% | -3 | -2 | 1% | 5% | -6% | -2 | -9 | -5 | -8% | -0.1%
CCC(C)Nc1nc(OC)nc(N(C)C#N)n1 (stereo not given) | 2% | -2 | -6 | 3% | -11% | -8% | 3 | 8 | -16 | 2% | 0.1%
COCCCN1CC(=O)N2Cc3[nH]c4ccccc4c3C[C@H]2C1=O | 7% | 6 | -2 | . | ? | . | 4 | -3 | -8 | -2% | -0.4%
Cc1cc(C)cc(NC(=O)Cn2cnc3c(nnn3Cc3ccc(F)cc3)c2=O)c1 | 10% | 0 | -8 | -1% | ? | 3% | 0 | 2 | -9 | 1% | 0.4%
C=CCN=c1scc(-c2ccc3c(c2)NC(=O)CO3)n1/N=C(\C)c1ccccn1 | 5% | 4 | 2 | 1% | -4% | 7% | -1 | -95* | -12 | 2% | 0.1%
COc1cccc(C(=O)Nc2cccnc2)c1OC | -5% | -1 | 1 | -1% | -1% | -2% | -4 | 1 | 13 | 1% | 0.0%
O=C(CCCNS(=O)(=O)c1cccc2nsnc12)NCc1ccc(F)cc1 | -6% | 2 | 0 | 2% | -9% | -5% | -1 | 15 | -6 | 0% | -0.2%
COC(=O)[C@@H]1C2CCC(C(=O)Nc3ccccc3)(CC2)[C@@H]1C(=O)OC | -7% | 5 | 5 | 0% | 5% | 0% | -1 | -6 | 2 | 1% | -0.1%
CCc1ccc2[nH]c3nc(SCCN4CCOCC4)nnc3c2c1 | -8% | ? | -9 | 3% | 13% | -3% | -3 | -8 | -25 | 0% | -0.3%
O=C1N=C(N2CCC(Cc3ccccc3)CC2)S/C1=C/c1cn[nH]c1-c1ccccc1 | 32%[activator] | -6 | -28 | -1% | -7% | 2% | 1 | -9 | -5 | 0% | -0.9%
O=C1NC2(CCCCCC2)C(=O)N1Cc1c(F)cccc1Cl | 26% | 0 | 2 | -2% | 15% | . | -1 | 0 | 23 | -1% | 0.2%
COc1cccc(NC(=O)CN(C)C(=O)CCCNC(=O)c2ccc(Cl)cc2)c1 | . | -1 | 3 | . | . | . | . | -9 | -2 | 4% | 0.2%
Nc1ccccc1N1CCN(C(=O)c2ccccc2)CC1 | -1% | 1 | 2 | -2% | -12% | -8% | -2 | -6 | 3 | 0% | -0.2%
Cc1cc(C(=O)Cn2nc(C(=O)O)c3ccccc3c2=O)c(C)n1CCc1ccc(Cl)cc1 | 6% | -1 | 16 | 9% | 12% | 0% | -6 | 10 | 14 | -2% | 0.1%
CCN1C(=O)C(=O)N(CC(=O)N2CCN(c3ccccc3)CC2)C1=O | . | -1 | 4 | . | . | . | . | -6 | 15 | -2% | -0.4%
Cc1cccc(NC(=O)CCCSc2nc3ccccc3[nH]2)c1 | -7% | ? | -2 | -4% | 2% | 0% | -13 | 7 | -16 | 0% | 0.0%
CCOC(=O)C(C(=O)OCC)c1cc(Br)c2noc3c2c1C(=O)c1ccccc1-3 | 32µM* | 4 | -17 | -1% | ? | -7% | -64* | -23 | -22 | ? | 0.0%
COc1ccc([C@H]2CC(=O)C=C(/C=C/c3ccccc3)C2)cc1OC | . | 8 | -1 | . | . | . | . | -1 | -11 | 0% | 0.1%
CCOc1ccccc1CN1CCC(O)CC1 | -12% | 0 | -11 | -1% | 1% | 0% | 0 | 9 | -4 | 1% | 0.6%
O=C(CN1CCN(c2ccc(Cl)cc2)CC1)c1ccccc1 | -4% | 2 | -13 | 5% | 3% | . | 1 | 7 | 2 | -3% | 0.2%
O=C1COc2ccc(C(=O)COC(=O)c3ccc(Cl)cc3[N+](=O)[O-])cc2N1 | . | 0 | 34 | . | . | . | . | -27 | 22 | 3% | -0.2%
Nc1c(C(=O)N/N=C/c2ccccc2)cnn1-c1ccccc1 | -8% | 4 | -4 | 1% | . | 2% | -2 | 3 | 11 | 3% | -0.3%
COc1ccc2[nH]c(=O)c(CN(C(=O)C3CCCO3)c3ccc(C)c(C)c3)cc2c1 (stereo not given) | 3% | 12 | -2 | -2% | . | 0% | 4 | -1 | 0 | -1% | 0.0%
CCCCn1c(CN2CCN(CCO)CC2)nc2ccccc21 | -3% | 1 | 3 | 0% | 9% | 2% | 2 | -7 | 11 | -1% | -0.3%
Cc1ccc(CN2CCN(c3ncccn3)CC2)o1 | -1% | 4 | -14 | 1% | 6% | -1% | 0 | 2 | 29 | 0% | 0.3%
Cc1nc(SCC(=O)NCc2ccc3c(c2)OCO3)nc(C)c1C | . | . | -15 | . | . | . | . | 6 | 3 | 0% | 5.6%
CCOC(=O)c1c(NC(=O)Cn2nc(C(F)(F)F)cc2C)sc2c1CCC2 | 5% | 3 | 1 | 1% | -3% | 6% | 1 | -1 | 7 | 3% | -0.4%
CCn1nnnc1SCC(=O)N1CCN(Cc2ccc3c(c2)OCCO3)CC1 | . | -1 | 17 | . | . | . | . | 15 | 16 | -7% | -2.1%
NS(=O)(=O)c1ccc(CCNC(=O)C2CCCN2S(=O)(=O)c2cccc3nsnc23)cc1 (stereo not given) | -6% | -2 | 11 | -1% | . | . | . | 9 | -8 | 1% | 0.0%
CN(CC(=O)Nc1ccc(F)cc1)C(=O)Cn1cnc2ccc([N+](=O)[O-])cc2c1=O | . | . | -6 | . | . | . | . | 1 | -10 | 1% | 0.2%
CCCSc1nc2c(c(=O)n1-c1ccc(OCC)cc1)SCC2 | 0% | -3 | 2 | -3% | 5% | -4% | 0 | -5 | 19 | 0% | -0.9%
O=C1C=C(N2CCCCC2)C2(CCCCC2)O1 | 8% | -2 | -7 | 5% | 3% | -4% | 1 | -8 | -4 | -4% | 0.4%
Nc1ncnc2c1ncn2[C@@H]1O[C@H](CNC(=O)[C@@H]2CCC(=O)N2)[C@@H](O)[C@H]1O | . | . | 24 | . | . | . | . | -7 | 37[activator] | 2% | -0.2%
Cc1nc(SCC(=O)NC2CCCC2)[nH]c(=O)c1Cc1ccccc1 | 6% | -2 | 2 | 1% | -2% | 3% | 5 | -4 | 18 | 1% | -0.5%
COc1ccc(OC)c(NS(=O)(=O)c2ccc(N3CCCC3=O)cc2)c1 | -5% | -1 | 3 | 1% | -13% | 0% | 4 | -2 | 9 | -1% | 0.6%
Clc1ccccc1Nc1nc(-c2ccncc2)nc2ccccc12 | 0% | 9 | 4 | 1% | 5% | . | -3 | 5 | 19 | -2% | -0.5%
CC(CCc1ccccc1)NC(=O)COC(=O)C1CCC(C(C)(C)C)CC1 (stereo not given) | 3% | ? | -10 | -5% | ? | -1% | 1 | -8 | 13 | 2% | -0.7%
Cc1cc(N/N=C/c2ccc(F)cc2)nc(NCc2ccccc2)n1 | -3% | -2 | 10 | -1% | . | -9% | -8 | -100* | -15 | -6% | -0.4%

Complete entries from above.
Cc1cc(N/N=C/c2ccc(F)cc2)nc(NCc2ccccc2)n1 is listed as CXXC DNA block: -3%; TRPV1 ag: -2; KCNH2 WT inh: 10; GALK inh: -1%; Menin-MLL TR inh: .; PKM2 activator: -9%; FBPA coupling cs: -8; KCNH2 3.1 inh: -100*; Giardia kill: -15; USP2a inh: -6%; B2AR arrestin: -0.4%
COc1ccc(OC)c(NS(=O)(=O)c2ccc(N3CCCC3=O)cc2)c1 is listed as CXXC DNA block: -5%; TRPV1 ag: -1; KCNH2 WT inh: 3; GALK inh: 1%; Menin-MLL TR inh: -13%; PKM2 activator: 0%; FBPA coupling cs: 4; KCNH2 3.1 inh: -2; Giardia kill: 9; USP2a inh: -1%; B2AR arrestin: 0.6%
